From PubChem BioAssay
Mtb BioA inh = M. tuberculosis BioA enzyme inhibitors, primary screen, biochemical, plate reader, single point, HTS; 7,8-diaminopelargonic acid synthase BioA (Mycobacterium tuberculosis); purified M. tuberculosis BioA enzyme; inhibition, % at 9.99 µM; actives 0.096% (n = 360,000); AID 602481, 2012; in the data active = inhibition above about 40%
Active calls of the source: *.

molecule | Mtb BioA inh
O=C(Cc1ccccn1)NCC[C@H]1CC[C@@H](NC(=O)Nc2ccc(F)cc2)[C@@H](CO)O1 | -2.8
CCc1cnc(N2[C@H](CO)[C@@H](c3ccc(C#Cc4ccccc4F)cc3)[C@@H]2C#N)s1 | -4.5
COc1ccc(S(=O)(=O)Nc2ccc3c(c2)CC(=O)N([C@@H](C)CO)C[C@@H](C)[C@@H](CN(C)C(=O)Nc2ccc(F)cc2)O3)cc1 | -1.1
O=C(Cc1ccncc1)Nc1ccc2c(c1)[C@@H]1C[C@@H](CC(=O)NC3CCCC3)O[C@H](CO)[C@@H]1O2 | 0.8
C[C@@H]1CN([C@@H](C)CO)C(=O)c2cc(N(C)C)ccc2O[C@@H]1CN(C)S(=O)(=O)c1ccccc1 | -2.1
O=C(C[C@@H]1C[C@H]2c3cc(NC(=O)Nc4ccc(C(F)(F)F)cc4)ccc3O[C@H]2[C@H](CO)O1)NCCc1ccccc1 | -0.6
C/C=C/c1ccc2c(c1)O[C@H](CN(C)C(=O)c1cccnc1)[C@@H](C)CN([C@@H](C)CO)S2(=O)=O | -0.7
COc1cccc(C#Cc2cnc3c(c2)C(=O)N([C@H](C)CO)C[C@H](C)[C@@H](CN(C)C(=O)C2CC2)O3)c1 | -1.8
CN1C(=O)c2cc(NC(=O)Nc3ccccc3Cl)ccc2OC[C@H]2O[C@H](CC(=O)O)CC[C@@H]21 | 6.1
Cc1ccc(S(=O)(=O)N(C)C[C@H]2OCc3cn(nn3)CCCC(=O)N([C@@H](C)CO)C[C@H]2C)cc1 | -1.3
COCC#Cc1ccc2c(c1)O[C@H](CN(C)C(=O)COC)[C@@H](C)CN([C@H](C)CO)S2(=O)=O | -1.0
C[C@@H]1CN([C@@H](C)CO)S(=O)(=O)c2ccc(-c3ccccc3F)cc2O[C@@H]1CN(C)C(=O)C1CC1 | -1.1
N#C[C@H]1[C@H](c2ccc(C3=CCCC3)cc2)[C@@H](CO)N1C(=O)c1cccc(F)c1 | 25
COc1ccccc1CN1C[C@@H](C)[C@H](OC)CN(C)C(=O)c2cc(NC(=O)Nc3ccccc3OC)ccc2OC[C@H]1C | -2.8
C[C@H](CO)N1C[C@H](C)[C@H](CN(C)C)Oc2cc(C#CC3CC3)ccc2S1(=O)=O | -0.5
Cc1cc(C(=O)Nc2cccc3c2O[C@@H](CN(C)C(=O)NC2CCCCC2)[C@@H](C)CN([C@@H](C)CO)C3=O)n(C)n1 | -0.2
COCc1cn(CC[C@H]2CC[C@@H](NC(=O)Nc3ccccc3)[C@H](CO)O2)nn1 | 0.9
CCCNC(=O)N(C)C[C@@H]1Oc2cc(C#CCC(C)C)ccc2S(=O)(=O)N([C@@H](C)CO)C[C@@H]1C | 1.0
CCCNC(=O)N1[C@@H](CO)[C@@H]2c3ccccc3N(C(=O)Nc3ccccc3)C[C@@H]21 | 0.1
CN(C)C(=O)c1cccc(-c2ccc3n(c2=O)C[C@H]2[C@H](CO)[C@@H](C(=O)NCC4CC4)N[C@@H]32)c1 | -1.1

The last 7 entries of the part before lead into the next.
molecule | Mtb BioA inh
COc1ccccc1CN1C[C@@H](C)[C@H](OC)CN(C)C(=O)c2cc(NC(=O)Nc3ccccc3OC)ccc2OC[C@H]1C | -2.8
C[C@H](CO)N1C[C@H](C)[C@H](CN(C)C)Oc2cc(C#CC3CC3)ccc2S1(=O)=O | -0.5
Cc1cc(C(=O)Nc2cccc3c2O[C@@H](CN(C)C(=O)NC2CCCCC2)[C@@H](C)CN([C@@H](C)CO)C3=O)n(C)n1 | -0.2
COCc1cn(CC[C@H]2CC[C@@H](NC(=O)Nc3ccccc3)[C@H](CO)O2)nn1 | 0.9
CCCNC(=O)N(C)C[C@@H]1Oc2cc(C#CCC(C)C)ccc2S(=O)(=O)N([C@@H](C)CO)C[C@@H]1C | 1.0
CCCNC(=O)N1[C@@H](CO)[C@@H]2c3ccccc3N(C(=O)Nc3ccccc3)C[C@@H]21 | 0.1
CN(C)C(=O)c1cccc(-c2ccc3n(c2=O)C[C@H]2[C@H](CO)[C@@H](C(=O)NCC4CC4)N[C@@H]32)c1 | -1.1
C[C@@H]1CN([C@H](C)CO)C(=O)c2cc(NS(=O)(=O)c3ccc(Cl)cc3)ccc2O[C@@H]1CN(C)CC1CCCCC1 | -1.5
C[C@H](CO)N1C[C@H](C)[C@H](CN(C)Cc2ccc(Oc3ccccc3)cc2)Oc2ccc(NC(=O)CCC(F)(F)F)cc2CC1=O | -1.8
COc1ccccc1NC(=O)N(C)C[C@@H]1Oc2ncc(Br)cc2C(=O)N([C@H](C)CO)C[C@H]1C | 23
CC(=O)N(C)C[C@@H]1Oc2ncc(C#CC3(O)CCCC3)cc2C(=O)N([C@@H](C)CO)C[C@H]1C | -1.4
CO[C@H]1CN(C)C(=O)c2ccc(NC(=O)C3CC3)cc2OC[C@@H](C)N(C(=O)CN2CCOCC2)C[C@@H]1C | -2.6
CO[C@H]1CN(C)C(=O)c2ccc(NC(=O)c3nc4ccccc4s3)cc2OC[C@H](C)N(Cc2cncnc2)C[C@@H]1C | 1.1
O=C(C[C@H]1CC[C@H]2[C@@H](COC[C@H](O)CN2Cc2cccc(C(F)(F)F)c2)O1)NCc1ccc(Cl)cc1 | 0.5
COc1cccc(C#Cc2ccc3c(c2)O[C@@H](CN(C)C(C)=O)[C@H](C)CN([C@H](C)CO)S3(=O)=O)c1 | 1.2
C[C@@H]1CN([C@@H](C)CO)C(=O)c2c(c3ccccc3n2C)-c2ccccc2CO[C@@H]1CN(C)S(C)(=O)=O | 0.2
COc1ccc(NC(=O)Nc2ccc3c(c2)C(=O)N([C@H](C)CO)C[C@H](C)[C@@H](CN(C)C(=O)CCCN(C)C)OCCCC[C@H](C)O3)cc1 | -3.2
COCC(=O)Nc1ccc2c(c1)[C@@H]1C[C@@H](CC(=O)NCc3ccccc3OC)O[C@@H](CO)[C@@H]1O2 | -2.8
CC(=O)Nc1ccc2c(c1)C(=O)N(C)[C@H]1CC[C@H](CC(=O)Nc3ccccc3Cl)O[C@@H]1CO2 | 2.9
CCN1[C@@H]2c3ccc(-c4ccc(F)cc4)c(=O)n3C[C@@H]2[C@@H](CO)[C@@H]1C(=O)NCCc1cn(C)cn1 | 1.7
CCCNC(=O)[C@H]1[C@H](CO)[C@H]2Cn3c(ccc(-c4cccc(F)c4)c3=O)[C@@H]1N2CCC | 0.7
C[C@@H]1CN([C@H](C)CO)C(=O)c2cc(-c3ccncc3)cnc2O[C@H]1CN(C)C(=O)Nc1ccc2c(c1)OCO2 | 1.7
O=C(Cc1ccncc1)N1CCCCN2[C@H](C1)[C@H](c1ccc(C#Cc3ccccc3F)cc1)[C@@H]2CO | -1.0
CC=Cc1ccc2n(c1=O)C[C@@H]1[C@@H](CO)[C@H](C(=O)NCC3CCCCC3)[C@H]2N1C(=O)CC (mixture of isomers) | -1.6
CCCNC(=O)[C@@H]1[C@@H](CO)[C@@H]2Cn3c(cccc3=O)[C@@H]2N1C | -2.1
CO[C@H]1CN(C)C(=O)c2ccc(NC(=O)c3ccccc3F)cc2OC[C@H](C)N(C(=O)c2ccccc2F)C[C@H]1C | 3.3
COc1ccc(OC(=O)N(C)C[C@@H]2OCc3ccccc3-c3ccccc3C(=O)N([C@H](C)CO)C[C@H]2C)cc1 | 0.9
CO[C@H]1CN(C)C(=O)c2ccc(NS(=O)(=O)c3cccc(F)c3)cc2OC[C@@H](C)N(C(=O)Cc2cccnc2)C[C@@H]1C | -0.5
C[C@H](CO)N1C[C@H](C)[C@H](CN(C)Cc2cccnc2)Oc2cc(C#CC3CCCC3)ccc2S1(=O)=O | -2.5
C[C@@H]1CN([C@@H](C)CO)C(=O)c2cc(NC(=O)Nc3ccccc3)ccc2O[C@H]1CN(C)S(=O)(=O)c1cccs1 | 3.7
CO[C@H]1CN(C)C(=O)c2ccc(NS(C)(=O)=O)cc2OC[C@H](C)N(C(=O)C2CCOCC2)C[C@@H]1C | -2.6
CCS(=O)(=O)N[C@H]1C=C[C@@H](CC(=O)NC2Cc3ccccc3C2)O[C@H]1CO | -1.9
CC(C)CC#Cc1ccc2c(c1)O[C@H](CN(C)C(=O)C1CCCCC1)[C@@H](C)CN([C@@H](C)CO)S2(=O)=O | -0.1
O=C(C[C@H]1CC[C@H](NC(=O)C2CCOCC2)[C@@H](CO)O1)NCc1ccccc1Cl | 1.4
CN(C)CCCNC(=O)C[C@H]1CC[C@@H]2[C@H](COc3ccc(NC(=O)c4ccc5c(c4)OCO5)cc3C(=O)N2C)O1 | 1.9
O=S(=O)(c1ccccc1)N1[C@@H](CO)[C@@H]2c3ccccc3NC[C@@H]21 | -4.1
COc1cccc(S(=O)(=O)Nc2ccc3c(c2)C(=O)N(C)C[C@H](OC)[C@H](C)CN(Cc2ccccc2F)[C@H](C)CO3)c1 | 0.0
Cc1ccccc1-c1ccc([C@@H]2[C@H](CO)N3CCCCN(S(=O)(=O)Cc4ccccc4)C[C@@H]23)cc1 | -4.3
COc1ccc(CN2C[C@@H](C)[C@@H](OC)CN(C)C(=O)c3cc(NC(C)=O)ccc3OC[C@H]2C)cc1 | 3.7
O=C(C[C@@H]1CC[C@H](NS(=O)(=O)c2ccccc2)[C@H](CO)O1)NCc1ccccc1F | -0.2
CCCC#Cc1ccc2c(c1)O[C@@H](CN(C)CCC)[C@@H](C)CN([C@@H](C)CO)S2(=O)=O | -0.5
CC(C)NC(=O)N(C)C[C@H]1Oc2c(NS(=O)(=O)c3ccc(F)cc3)cccc2C(=O)N([C@@H](C)CO)C[C@H]1C | 4.3
CO[C@@H]1CN(C)C(=O)c2cc(NC(=O)Nc3ccccc3Cl)ccc2OC[C@@H](C)N(Cc2ccccc2C(=O)O)C[C@H]1C | 0.9
C[C@H](CO)N1C[C@H](C)[C@H](CN(C)C(=O)Nc2cccc3ccccc23)Oc2ccc(NS(C)(=O)=O)cc2CC1=O | -1.2
O=C(C[C@@H]1CC[C@@H](NC(=O)Nc2ccc3c(c2)OCO3)[C@@H](CO)O1)NCc1ccc(Cl)cc1 | 0.8
C[C@@H]1CN([C@H](C)CO)C(=O)CCCn2nncc2CO[C@@H]1CN(C)S(=O)(=O)c1ccc(-c2ccccc2)cc1 | 1.4
C[C@@H]1CN([C@H](C)CO)C(=O)Cc2cc(NC(=O)c3ccncc3)ccc2O[C@@H]1CN(C)CC1CCCCC1 | 4.8
O=C(Nc1cccc(Cl)c1)N1C[C@H]2[C@@H](c3ccccc31)[C@H](CO)N2Cc1cccnc1 | 2.7
COc1ccc(C#Cc2ccc3c(c2)[C@]2(C(=O)N3)[C@H](c3ccc(O)cc3)N3[C@H](c4ccccc4)[C@H](c4ccccc4)OC(=O)[C@H]3[C@@H]2C(=O)NC[C@H](O)c2ccccc2)cc1 | -5.4
C[C@H](CO)N1C[C@H](C)[C@@H](CN(C)C(=O)C2CC2)Oc2ncc(C#CCc3ccccc3)cc2C1=O | -1.0
CCCN1C[C@H](C)[C@@H](OC)CN(C)C(=O)c2cc(NC(=O)C3CCOCC3)ccc2OC[C@H]1C | -0.4
Cc1ccc(S(=O)(=O)N(C)C[C@H]2OCCCC[C@H](C)Oc3ccc(NC(=O)C4CCCCC4)cc3C(=O)N([C@@H](C)CO)C[C@H]2C)cc1 | -1.2
CO[C@@H](CN(C)C(=O)C1CCOCC1)[C@@H](C)CN([C@@H](C)CO)S(=O)(=O)c1ccccc1 | -1.4
C[C@@H]1CCCCO[C@@H](CN(C)S(=O)(=O)c2ccc(Cl)cc2)[C@H](C)CN([C@@H](C)CO)C(=O)c2cc(NC(=O)Cc3ccccc3)ccc2O1 | -0.8
COCC(=O)N(C)C[C@@H]1Oc2ncc(C#Cc3ccccc3)cc2C(=O)N([C@H](C)CO)C[C@@H]1C | 1.6
CN1[C@H](C(=O)NCC2CC2)[C@@H](CO)[C@@H]2Cn3c(ccc(-c4ccc(F)cc4)c3=O)[C@@H]21 | 2.2
CCC(=O)Nc1ccc2c(c1)OC[C@H](C)N(C(=O)CN1CCOCC1)C[C@H](C)[C@@H](OC)CN(C)C2=O | -1.8
COCc1cn(CC[C@@H]2CC[C@H](NC(=O)Nc3ccc(Cl)cc3)[C@H](CO)O2)nn1 | -0.2
C[C@@H]1CN([C@H](C)CO)C(=O)CCCn2nncc2CO[C@@H]1CN(C)Cc1cccc(O)c1 | -1.0
C[C@@H]1CN([C@@H](C)CO)C(=O)Cc2cc(NC(=O)C3CCCCC3)ccc2O[C@@H]1CN(C)S(=O)(=O)c1ccc(Cl)cc1 | 3.9
CO[C@@H]1CN(C)C(=O)c2cc(NC(=O)C3CC3)ccc2OC[C@@H](C)N(C(=O)C2CCOCC2)C[C@H]1C | -2.3
C[C@@H]1CCCCO[C@@H](CN(C)S(C)(=O)=O)[C@@H](C)CN([C@H](C)CO)C(=O)c2cc(NC(=O)CCCN(C)C)ccc2O1 | -0.6
COCC(=O)Nc1ccc2c(c1)C(=O)N(C)C[C@H](OC)[C@@H](C)CN(C(=O)NC(C)C)[C@@H](C)CO2 | -1.7
CS(=O)(=O)Nc1ccc2c(c1)[C@@H]1C[C@@H](CC(=O)NCC(F)(F)F)O[C@@H](CO)[C@@H]1O2 | 0.8
COc1ccc(S(=O)(=O)N(C)C[C@@H]2Oc3c(NC(=O)C4CC4)cccc3C(=O)N([C@H](C)CO)C[C@@H]2C)cc1 | 5.1
C[C@H](CO)N1C[C@H](C)[C@H](CN(C)C(=O)Nc2ccc3c(c2)OCO3)Oc2ccc(NS(=O)(=O)c3ccc(F)cc3)cc2C1=O | 1.8
CO[C@H]1CC[C@@H]2CCOc3c(C#N)cccc3C(=O)N(C)C[C@@H](OC)[C@@H](C)C(=O)N(C)C[C@H]1O2 | -0.5
C[C@@H]1CN([C@@H](C)CO)S(=O)(=O)c2ccc(C#Cc3ccc(F)cc3)cc2O[C@H]1CN(C)S(=O)(=O)c1cn(C)cn1 | -0.8

Some of the compounds tested; rates above refer to the full screens.
